# KCNH2 3.1 inh: KCNH2 3.1 (human) potassium channel inhibition. U2OS KCNH2 3.1, thallium flux FluxOr; active compounds read low. activity change, % (tested at about 1.8 µM). hit rate 0.95% among 340,000. AID 720553;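 active = maximum activity change below -70%; inconclusive = maximum activity change from -70% to -50%; inactive = maximum activity change above -50%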;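 note: thallium influx rate constant from kinetic fluorescence after stimulation buffer; % is set by controls: 0 for no effect and ±100 for the full control effect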
#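 U2OS cells transduced with KCNH2 3.1 mutant virus (1.77 x 10^8 /mL, 4 h), plated overnight at 37 C, loaded 45 min with FluxOr dye plus Red40 quencher. Thallium flux rate constant from kinetic reads after stimulation buffer, normalised to controls.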
# NPC1 prom act: activates the NPC1 promoter; Huh7 NPC1 promoter luciferase reporter, 24 h; Potency, µM (top dose mostly 9.22 µM), for inactives: at the top dose activation, most hits filed as activators; hit rate 2.4% among 320,000; AID 485313;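 note: potency is the fitted concentration of half-maximal effect; % of control where 0% means no effect; nearly all actives have a fitted effect of over 60% in size; reporter is driven by a mutant NPC1 promoter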
#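 NPC1 promoter–luciferase Huh7 cells; 24 h compound; luminescence.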
# FLuc modulator: counter-screen for miR-21 project: firefly luciferase inhibitors or activators; purified FLuc, Km substrates, luminescence inhibition; Potency, µM (highest dose often 57.5 µM), without a hit: top-dose activity change, negative = inhibition, actives largely listed as inhibitors; P08659; hit rate 6.9% among 360,000;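 note: potency is the fitted concentration of half-maximal effect; plate controls were vehicle for no effect and reference inhibitor for full effect; nearly all actives have a fitted effect of over 55% in size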
#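 Biochemical qHTS of compounds, final roughly 60 µM downward over six points, against 10 nM purified firefly luciferase using Km concentrations of substrates (10 uM D-luciferin, 10 uM ATP) in Tris acetate pH 7.5 buffer; luminescence output.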
# Rab9 promoter act: Rab9 promoter activation | Potency, µM (doses to about 9.22 µM), for the others: at the top dose activation, negative = inhibition, usual class: activators | hit rate 2.8% among 320,000 | Huh7 Rab9 promoter-luciferase reporter, luminescence, 24 h; note: potency is the fitted concentration of half-maximal effect; % of control where 0% means no effect; nearly all actives have a fitted effect of over 60% in size
#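 Using Huh7 cells stably transfected with Rab9 promoter–luciferase, compounds were incubated 24 h at 37 °C, 5% CO2; luciferase luminescence was read 10 min after reagent addition.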
# Gal4-VP16 FLuc: inhibits Gal4-VP16 luciferase reporter, ROR gamma counter-screen. Drosophila S2 Gal4-VP16 UAS-luciferase, luminescence, 20 h. Potency, µM (titrated, usually from 53.6 µM), inactives show at the highest dose activity, negative = inhibition, hits mostly inhibitors. hit rate 3.5% among 310,000;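 note: Gal4-VP16 expression switched on by copper sulfate through the metallothionein promoter; potency is the fitted concentration of half-maximal effect; % is set by controls: 0 for no effect and ±100 for the full control effect; nearly all actives have a fitted effect of over 50% in size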
# Menin MLL FP TR: menin-MLL binding inhibition, Texas Red mutant peptide | Menin + Texas Red MLL mutant peptide, fluorescence polarization | Potency, µM (series often up to 61.6 µM), for the others: at the top dose FP activity change, negative = inhibition, usual class: inhibitors | hit rate 0.23% among 270,000; active = well fitted inhibition curve with a large enough effect in the polarisation, with a control signal flat, not every such curve was filed as active; inconclusive = small, poorly fitted or top-dose-only effect, or effect the other way, or a change in a side signal; inactive = no such curve, though single readings can be large or run the other way; the % refers to the polarisation; note: potency is the fitted concentration of half-maximal effect; % of control where 0% means no effect; many of its hits are not listed in these tables
# PKM2 activator: increases activity of human pyruvate kinase M2. purified PKM2, Kinase-Glo ATP luminescence, activation; response scale: 0% is enzyme alone, no compound. Potency, µM (highest dose often 57.5 µM), inactives show at the top dose activation, hits mostly activators. hit rate 0.34% among 260,000. AID 1631; note: potency is the fitted concentration of half-maximal effect; % is set by controls: 0 for no effect and ±100 for the full control effect; nearly all actives have a fitted effect of over 55% in size
#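 ATP formation by purified human PK-M2, quantified via coupled luciferase luminescence after 1 h at room temperature with 0.1 mM ADP and 0.5 mM PEP final.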
# Mito fusion act: inhibitors of mitochondrial division or activators of mitochondrial fusion; hit rate 0.23% among 320,000; S. cerevisiae fusion-defective mutant growth rescue, CellTiterGlo 48 h; AID 485298; Potency, µM (series often up to 46.1 µM), for the others: at the highest dose growth rescue (activation), usual class: activators;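 note: potency is the fitted concentration of half-maximal effect; % of control where 0% means no effect; nearly all actives have a fitted effect of over 45% in size; temperature-sensitive fusion mutants such as fzo1-1 at 37 °C on non-fermentable ethanol glycerol medium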
#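 S. cerevisiae fusion-defective temperature-sensitive mutants (e.g. fzo1-1, mgm1-5) grown 48 h at 37C in YPEG (ethanol/glycerol non-fermentable) medium with 23 nl compound per well; growth rescue read as CellTiterGlo luminescence.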
# MBNL1-CUG inh: inhibitors of human MBNL1 binding to CUG repeat RNA | Q9NR56 | TR-FRET MBNL1-His/biotin-(CUG)12 binding, 665/545 ratio | Potency, µM (series often up to 57.5 µM), for inactives: top-dose activity change, negative = inhibition, actives largely listed as inhibitors | hit rate 0.036% among 280,000; active = well fitted inhibition curve with a large enough effect in the signal ratio, with a control signal flat, not every such curve was filed as active; inconclusive = small, poorly fitted or top-dose-only effect, or effect the other way, or a change in a side signal; inactive = no such curve, though single readings can be large or run the other way; the % refers to the signal ratio; note: potency is the fitted concentration of half-maximal effect; % is set by controls: 0 for no effect and ±100 for the full control effect
# Target sequence (Q9NR56 whole entry, looked up): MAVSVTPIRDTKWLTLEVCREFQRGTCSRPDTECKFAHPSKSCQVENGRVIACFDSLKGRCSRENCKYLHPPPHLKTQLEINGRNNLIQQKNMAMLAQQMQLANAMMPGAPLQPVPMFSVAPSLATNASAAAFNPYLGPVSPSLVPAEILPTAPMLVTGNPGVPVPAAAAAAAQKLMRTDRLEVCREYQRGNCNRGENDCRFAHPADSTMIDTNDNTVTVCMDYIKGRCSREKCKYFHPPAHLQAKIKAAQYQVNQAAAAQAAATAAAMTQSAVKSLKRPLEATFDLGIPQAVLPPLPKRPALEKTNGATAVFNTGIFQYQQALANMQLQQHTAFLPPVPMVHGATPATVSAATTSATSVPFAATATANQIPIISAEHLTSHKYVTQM
#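 MBNL1-His + Biotin-(CUG)12, cpd titration 92 nM–58 uM; Tb anti-His Ab 0.055 ng/ul, SA-XL665 5 nM (final); 60 min RT; ratiometric 665/545 nm, Ex 340 nm; normalized to buffer and full-complex controls.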
# RORg inh: inhibitors of mouse ROR gamma transcriptional activity; P51450; Drosophila S2 Gal4-RORgamma UAS-luciferase reporter, 20 h; Potency, µM (doses to about 53.6 µM), for inactives: at the highest dose activity change, negative = inhibition, actives largely listed as inhibitors; hit rate 5.4% among 310,000; note: potency is the fitted concentration of half-maximal effect; % is set by controls: 0 for no effect and ±100 for the full control effect; nearly all actives have a fitted effect of over 60% in size
# Target sequence (P51450 whole entry, looked up, the tested form may be a part): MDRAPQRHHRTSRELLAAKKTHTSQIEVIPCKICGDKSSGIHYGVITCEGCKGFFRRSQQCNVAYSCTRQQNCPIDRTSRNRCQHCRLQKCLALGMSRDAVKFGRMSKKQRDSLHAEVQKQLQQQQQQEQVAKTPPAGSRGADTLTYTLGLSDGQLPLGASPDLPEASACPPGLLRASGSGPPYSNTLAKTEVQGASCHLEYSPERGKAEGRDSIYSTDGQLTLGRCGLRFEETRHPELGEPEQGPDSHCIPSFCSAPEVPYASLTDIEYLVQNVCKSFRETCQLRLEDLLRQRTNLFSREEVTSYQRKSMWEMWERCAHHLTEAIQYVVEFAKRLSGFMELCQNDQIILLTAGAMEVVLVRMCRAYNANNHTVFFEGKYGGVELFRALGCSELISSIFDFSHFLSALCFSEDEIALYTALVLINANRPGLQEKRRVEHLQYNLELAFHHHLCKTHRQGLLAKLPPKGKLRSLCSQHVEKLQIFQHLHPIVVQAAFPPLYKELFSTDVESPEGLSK
#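 Stable Schneider cell line, Gal4 DNA-binding domain fused to ROR gamma, UAS-luciferase. Cmpd 1 hr RT → CuSO4 700 uM final → 20 hr RT → luciferase reagent 10 min → luminescence.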
# ELG1 DNA repair: blocks ELG1-dependent DNA repair in HEK293T cells | HEK293T ELG1-luciferase reporter, luminescence, 16 h; DNA damage induced by 5-fluorouridine | Potency, µM (titrated, usually from 46.1 µM), for inactives: top-dose activity change, negative = inhibition, most hits filed as inhibitors | hit rate 2.3% among 330,000 | AID 504467; note: potency is the fitted concentration of half-maximal effect; % is set by controls: 0 for no effect and ±100 for the full control effect; nearly all actives have a fitted effect of over 55% in size
#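 Luminescence from the luciferase reporter, measured 30 min after ONE-Glo reagent at room temperature, was the read-out. Beforehand, 2,000 cells per well were exposed for 16 hr at 37 °C to 5-fluorouridine together with compound or vehicle.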
# * = called active by the depositor; ? = inconclusive; / = not tested or not shown; & = joins results of further samples; [ ] = remark or other dose. Unless noted, calls come from the whole dose curve; as a rule, active = well fitted curve in the direction sought with a large enough effect; inconclusive = small, poorly fitted or top-dose-only effect, or another doubt; inactive = no such curve, though single readings can be large; an effect the other way counts as inactive or inconclusive.
SMILES,KCNH2 3.1 inh,NPC1 prom act,FLuc modulator,Rab9 promoter act,Gal4-VP16 FLuc,Menin MLL FP TR,PKM2 activator,Mito fusion act,MBNL1-CUG inh,RORg inh,ELG1 DNA repair
CCOC12NC(=O)CC(=O)N1C(c1ccccc1)=CS2 (stereo unspecified),9.2,5.2%,?,2.3%,13.9%,?,2.7%,3.1%,-8.3%,36.9%,?
O=C(c1ccc(NS(=O)(=O)c2ccc3[nH]c(=O)[nH]c3c2)cc1)N1CCN(c2ccccc2O)CC1,-80.1*,7.6%,2.5%,-0.7%,/,/,/,-1.8%,/,/,-0.7%
Cc1ccc(S(=O)(=O)N2CCN(Cc3ccsc3)CC2)cc1,2.1,-0.1%,-0.7%,-4.1%,-6.4%,-4.3%,4.6%,4.5%,-7.0%,15.2%,9.2%
COc1ccc(N=Nc2cc(-c3ccccc3)ccc2O)cc1,23.4,3.7%,23.9µM*,0.4%,0.6%,?,2.5%,5.8%,-0.3%,-0.5%,13.1%
COc1cccc(NC(=O)c2cnsn2)c1,-12.7,29.5%,?,14.9%,-11.5%,-7.2%,0.2%,3.4%,-1.7%,10.7%,?
Cc1cc(C)c(NC(=S)N2CCC(N(C)CC3CCCO3)CC2)c(C)c1 (stereo unspecified),-1.3,1.7%,7.0%,-3.4%,-6.2%,/,0.8%,-3.1%,2.5%,-5.5%,0.4%
CC(OC(=O)c1n[nH]c2ccccc12)C(=O)NC1CCCCC1C (stereo unspecified),2.0,-1.4%,-2.1%,-2.2%,/,/,/,0.0%,/,/,-7.0%
Cc1ccccc1C1c2[nH]c3ccccc3c2C[C@H]2C(=O)N(c3ccccc3C(=O)NCCN3CCOCC3)C(=O)N12 (stereo partly specified),1.7,1.2%,0.0%,6.9%,0.2%,0.6%,1.1%,6.4%,0.6%,20.3%,?
O=C(Nc1cccc(C(F)(F)F)c1)c1cccnc1N1CCN(c2ccccc2)CC1,-12.8,5.4%,-3.2%,-7.6%,?,-17.8%,-5.4%,9.3%,-8.3%,27.0%,?
COc1ccc(NC2CCCN(C(=O)CCc3ccncc3)C2)cc1OC (stereo unspecified),-9.1,-1.5%,5.1%,0.7%,?,?,9.2%,-5.4%,6.3%,-9.2%,6.2%
Cc1ccccc1CN1C(=O)C2(OCCCO2)c2ccccc21,-1.8,0.9%,5.5%,-6.4%,3.4%,-9.3%,-1.4%,0.3%,-9.7%,28.1%,15.3%
N#Cc1c(N)sc2c1CCCCCC2,4.0,-1.4%,?,2.3%,1.4%,-6.0%,-0.9%,5.4%,-9.2%,24.5%,12.0%
CCCCn1c(SCC(=O)NC2CC2)nnc1-c1ccncc1,-7.3,-8.0%,2.6%,0.8%,-4.9%,2.2%,/,-0.9%,-5.9%,25.6%,11.3%
CCOc1ccc(CC(=O)NCc2ccc3c(c2)cc(C)n3C)cc1,4.6,-2.6%,2.0%,1.0%,-2.4%,-7.0%,-28.1%,6.9%,2.1%,-2.8%,6.5%
C=C(C)COc1ccc(-c2nc(N)ncc2Oc2ccccc2OC)c(O)c1,-42.4,2.2%,21.3µM*,2.5%,-11.3%,?,2.1%,-0.3%,-10.0%,16.7%,-6.9%
O=C(NCCCN1CCCC1=O)c1cccc(Oc2ccccc2)c1,-7.1,-7.0%,-3.7%,-9.2%,5.2%,-10.4%,-0.4%,0.6%,0.4%,?,-12.2%
CN1C(=O)/C(=C/c2ccc(OCc3ccc(F)cc3)cc2)N(C)C1=S,-7.3,-1.1%,-2.2%,-3.9%,-2.7%,-21.8%,-1.6%[11.5 µM],3.5%,-2.7%,?,-4.0%
Cc1cc(S(=O)(=O)n2ccnc2)c(Cl)cc1Cl,-4.5,-4.1%,1.2%,-0.7%,-4.2%,-7.9%,-10.2%,-3.0%,-14.2%,-1.5%,10.0%
CCOC(=O)COc1cccc2c(=O)n(CC(=O)NCCc3ccc(OC)c(OC)c3)ccc12,/,0.0%,-18.4%,-7.9%,-8.0%,2.5%,-1.3%,-0.6%,-14.4%,-13.6%,0.5%
CC(C)Oc1ccc(S(=O)(=O)N2CCOCC2)cc1NC(=O)c1ccc(N2CCCC2=O)cc1,-4.2,-6.0%,4.0%,1.0%,2.3%,/,-4.5%,-3.7%,-5.5%,9.2%,-6.8%
CCn1c(=O)c(C(=O)CN2CCN(S(=O)(=O)c3ccc(C)cc3C)CC2)c(N)n(Cc2ccccc2)c1=O,/,-2.7%,2.2%,-12.5%,?,-0.4%,3.2%,-3.0%,-8.9%,?,?
COCc1n[nH]c(=S)n1-c1ccccc1,-6.3,-0.3%,4.2%,-1.7%,1.2%,5.4%,-9.1%,3.2%,-5.8%,-11.2%,8.2%
COc1cccc(CN2CCN(Cc3ccc4c(NC(C)=O)cccc4n3)CC2CCO)c1 (stereo unspecified),-13.4,-3.2%,-1.9%,-7.6%,-12.7%,-3.7%,2.4%,2.4%,9.3%,-0.2%,11.4%
COC(=O)c1cccc(NC(=S)Nc2ccccc2Cl)c1,-7.8,-4.7%,-14.9%,-0.4%,-2.5%,/,-6.8%,-3.3%,-20.4%,-13.7%,8.1%
COc1cccc(-c2coc3cc4oc(=O)c(CCC(=O)O)c(C)c4cc23)c1,-0.5,1.6%,?,-3.5%,12.6µM*,?,/,22.4µM*,-6.7%,-8.6%,14.6%
# Remaining list, next part.
SMILES,KCNH2 3.1 inh,NPC1 prom act,FLuc modulator,Rab9 promoter act,Gal4-VP16 FLuc,Menin MLL FP TR,PKM2 activator,Mito fusion act,MBNL1-CUG inh,RORg inh,ELG1 DNA repair
CCc1ccc(NC(=O)c2cnccn2)cc1,7.2,1.26µM*,5.36µM*,1.26µM*,-36.1%,3.3%,-25.5%,-0.3%,0.4%,?,?
COc1ccc(C(=O)NC(=S)Nc2ccc(CN3CCOCC3)cc2)cc1OC,1.0,-1.1%,0.4%,-8.4%,-6.2%,/,2.2%,-4.3%,-11.9%,?,-35.3%
CCOc1ccc(CNC(=O)Cn2c(=O)c3cccn3c3ccccc32)cc1,-1.5,-3.4%,-0.9%&-17.1%,0.9%,-4.0%,18.9%,1.6%[0.46 µM],2.2%,42.9%[activator],-1.0%,-1.5%
CC12CCC(C(=O)Nc3cc(Cl)ccc3Cl)(C(Br)C1=O)C2(C)C (stereo unspecified),-13.4,0.2%,2.6%,-5.4%,-10.1%,10.2%,9.6%,20.8%,5.7%,?,-3.7%
CCCn1nc(NC(=O)c2ccco2)c2cc3ccccc3nc21,19.4,-5.3%,-12.1%,-0.4%,-7.0%,-1.0%,-26.3%,11.4%,?,19.9%,?
O=C(NCCCc1ccccc1)C1CC(=O)N(c2ccc3c(c2)OCCO3)C1 (stereo unspecified),-3.4,-0.6%,1.3%,2.3%,-0.6%,-8.0%,2.1%,-1.3%,-14.7%,-19.6%,2.9%
CCC(C)NC(=O)CS(=O)Cc1nc(-c2cccc(C)c2)oc1C (stereo unspecified),9.2,2.2%,-5.9%,3.2%,-15.3%,?,-19.0%,0.1%,5.2%,8.0%,-4.9%
CCN(c1ccccc1)c1cc(C)nc2nc(C)nn12,21.0,-2.4%,5.3%,-5.1%,-7.8%,-2.6%,-0.3%,-0.8%,?,-12.9%,-1.7%
COc1ccc(NC(=O)NC(C)c2ccccc2)cc1 (stereo unspecified),5.5,-0.4%,1.6%,-3.6%,3.4%,/,-9.4%,0.3%,-7.8%,10.8%,-2.9%
COc1c(S(=O)(=O)Nc2cccnc2)ccc(Cl)c1Cl,1.6,-1.0%,0.5%,-5.0%,-6.6%,-10.8%,13.4%,-6.7%,-11.5%,40.3%,7.3%
O=C(/C=C/c1cccc(O)c1)c1ccc(N2CCOCC2)cc1,1.6,?,1.2µM*,?,?,/,-0.5%,-1.1%,2.3%,3.55µM*,?
CCc1nc(SCC(=O)OC(C)C)c2ccccc2n1,-4.4,-10.4%,-19.3%,-4.2%,2.4%,-7.7%,-2.7%,10.0%,10.0%,-7.3%,2.8%

# Screens deposited in PubChem BioAssay by National Center for Advancing Translational Sciences (NCATS).

# The list is partial; count on the stated rates, not on these rows.
